HEK293 NOD2/NF-kB: NOD2 signaling inhibitors, cell-based, luminescence, uHTS, HEK293 (AID 1566); actives 0.63% (n = 290,000); HEK293 NOD2/NF-kB luciferase reporter, luminescence; higher % means a stronger effect; inhibition, % at 4 µM; hits with a dose series show EC50 in µM; in the data active means inhibition above about 50%; further: many of its hits are not listed in these tables
MT stabilize HCS: stabilizes microtubules in HeLa cells | HeLa tubulin immunostaining HCS, 24 h; share of cells brighter than vehicle mean+2SD | % tubulin-high responders, % at 10 µM | actives 0.83% (n = 200,000) | AID 2205;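 active means plate Z-score above 3 for both tubulin-high and condensed-nucleus cell shares, with cell loss under 80%, at 10 µM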;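 further: anti alpha tubulin signal scored within the nucleus-defined area of each cell; some results filed as inactive read as strong as hits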
Ins promoter up: MIN6 insulin promoter up-regulation | AID 1625 | MIN6 insulin promoter-GFP reporter, high-content imaging; active compounds read high | z-score at 5 µM | actives 0.3% (n = 190,000);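 active means z-score above 3 at 5 µM with at least 500 cells counted in the well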
M17LAP inhibition: P. falciparum M17LAP inhibitors, primary screen, biochemical, fluorogenic H-Leu-NHMec substrate, 1536-well (AID 1619). recombinant M17LAP, H-Leu-NHMec fluorogenic kinetic assay; higher % means a stronger effect. inhibition, % at 30 µM, or IC50 in µM where a hit was titrated. actives 0.38% (n = 220,000);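 active means compound inhibiting the enzyme by more than half at any dose during confirmatory dose-response retesting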;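 further: plate controls were full reaction with DMSO carrier for no effect and no enzyme background for full effect; strong numbers were not always called active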
NOD1 inhibition: inhibition of NOD1-driven NF-kB reporter – cell-based, luminescence, uHTS, primary screen (AID 1578); NOD1-driven NF-kB luciferase reporter cells, luminescence; higher % means a stronger effect; inhibition, % at 4 µM; hits with a dose series show EC50 in µM; actives 1% (n = 290,000); in the data active means inhibition mostly above about 36%, no sharp cut-off; inactive means mostly below about 34%;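 further: HEK-293T reporter cells stimulated with the NOD1 agonist gamma-tri-DAP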
Yfh1-off respiration: enhancers of respiration in Yfh1-depleted yeast, dose response, Friedreich's ataxia, plus single-dose screen (AID 1465); actives 0.074% (n = 220,000); fold induction at 50 µM; hits with a dose series show EC50 in µM; S. cerevisiae Yfh1-off respiration, WST-1 reduction, 72 h; higher fold induction means a stronger effect;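 active means fold induction of absorbance versus untreated yeast above a set limit, then at least 30% activation at any dose in follow-up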;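 further: activators that raise dye reduction in frataxin-depleted yeast; strong numbers were not always called active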
Autophagy mod: autophagy modulation, high-content screen; actives 0.98% (n = 190,000); MEF GFP-LC3 puncta imaging; test concentration mostly 10 µM; calls only at 10 µM (by protocol);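 active means percentage of spot-positive cells more than 3 SD above its plate mean, without a fluorescence outlier flag or 80% toxicity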;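 further: spot-positive cell cutoff set from DMSO-treated cells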
b-catenin transl: modulators of beta-catenin nuclear translocation. HeLa beta-catenin nuclear translocation, immunofluorescence imaging. nuclear translocation activity, % at 5 µM. actives 0.3% (n = 190,000);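 active means nuclear translocation activity above 50% at 5 µM, with a well cell count of 50 or more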;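 further: per-cell ratio of nuclear to cytoplasmic median beta-catenin stain intensity; plate controls were DMSO negative control for no effect and GSK-3 inhibitor IX positive control for full effect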
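Technique: fluorescence imaging of beta-catenin antibody stain plus DAPI / Material: human HeLa cell line / Incubation: compound treatment 24 h, 37°C, 5% CO2 / Read-out basis: % activation of per-cell nuclear versus cytoplasmic median beta-catenin signal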
Dynein transport: dynein cargo transport inhibition; actives 0.47% (n = 220,000); z-score, hits read low; AID 1381; 3617.4 mouse cells, GR-EGFP nuclear translocation imaging; test concentration mostly 20 µM; stimulated with dexamethasone, 1 µM; active compounds read low;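 active means plate z-score of nuclear minus cytoplasmic receptor signal below a set negative limit, without overly bright fluorescence or cell loss, cut at about -3.5 in these data, passing the limit was not always enough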;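 further: z-score of nuclear minus cytoplasmic ring GR-EGFP intensity difference per well; some compounds called inactive have numbers as strong as hits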
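Buffer or medium: tet-free, stripped-serum medium; reagent: dexamethasone at 1.0 µM final, 30 min; incubation: 48 h induction, 1 h compound, 30 min dex at 37 °C; measured by: formaldehyde fixation, Hoechst nuclear stain, 10x automated fluorescence imaging; read-out: nuclear-to-cytoplasmic GR-EGFP distribution per well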
Dynein transport cytoplasmic EGFP: second read-out of Dynein transport, no call of its own (marks repeat the call); z-score; measured here: cytoplasmic GR-EGFP intensity; active compounds read high
Dynein transport nuclear GR-EGFP: further read-out of Dynein transport, marked with its call; z-score; measured here: nuclear GR-EGFP intensity;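 lower value marks the stronger effect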
Dynein transport cell count: recorded beside Dynein transport, whose call it bears; z-score; measured here: cell count per field
Ins promoter up cell count: second read-out of Ins promoter up, no call of its own (marks repeat the call); cell count; measured here: cytotoxicity, nuclei count;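 total cells summed across four imaged fields per well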
b-catenin transl cell count 5 µM: further read-out of b-catenin transl, marked with its call; cell count; measured here: cell count, cytotoxicity flag
MT stabilize HCS Hoechst-high %: recorded beside MT stabilize HCS, whose call it bears; % Hoechst-high responders; measured here: nuclear condensation Hoechst responders;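 share of cells brighter than vehicle mean plus two SD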
MT stabilize HCS cytotoxicity %: also measured in MT stabilize HCS; calls as there; toxicity, %; measured here: cytotoxicity by cell density;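 0% = mean cell density of plate MIN control wells and 100% = no cells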
Autophagy mod cell loss 18 h: further read-out of Autophagy mod, marked with its call; toxicity, %; measured here: cell loss, nuclei count;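 cell loss after 18 h compound exposure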
Active calls of the source: *; i = inactive; . = not tested or not shown. Not all compounds are listed; rates above refer to the full screens.

SMILES	HEK293 NOD2/NF-kB	MT stabilize HCS	MT stabilize HCS Hoechst-high %	MT stabilize HCS cytotoxicity %	Ins promoter up	Ins promoter up cell count	M17LAP inhibition	NOD1 inhibition	Yfh1-off respiration	Autophagy mod	Autophagy mod cell loss 18 h	b-catenin transl	b-catenin transl cell count 5 µM	Dynein transport	Dynein transport cytoplasmic EGFP	Dynein transport nuclear GR-EGFP	Dynein transport cell count
O=C(Nc1ccc2oc(=O)ccc2c1)c1ccc(-c2cccc(Cl)c2)o1	28%	.	.	.	-0.42	910	0%	4%	i	.	.	0.0	1311	0.89	-0.26	0.91	-0.91
COc1ccccc1NC(=O)Cn1c(=O)sc2ccccc21	6%	1.8	0.8	5.6	0.2	1262	8%	-12%	i	i	4	0.6	1115	0.61	-0.056	0.042	0.33
O=C(CSc1ncn[nH]1)Nc1ccc(S(=O)(=O)N2CCCC2)cc1	1%	2.3	1.2	7.5	-0.05	926	83µM*	-6%	i	i	-12	.	.	0.18	-0.24	0.25	0.66
CC(C)(C)NS(=O)(=O)c1ccc(NC(=O)C2CCCCC2)cc1	-3%	4.7	2.1	22	-0.55	1467	-4%	-22%	i	i	-3	1.1	1578	-0.57	-0.26	0.069	1.1
CC(=O)Oc1ccc2occ(/C=N/c3cc(=O)[nH]c(=S)[nH]3)c(=O)c2c1	-40%	.	.	.	0.33	933	4%	5%	i	.	.	-0.6	1289	-0.11	-0.8	-0.38	-0.12
Cc1ccc(-n2nnc3c(=O)n(CC(=O)NCC4CCCO4)cnc32)cc1 (stereo not given)	0%	0.9	1.5	9.2	-0.21	1525	-2%	-29%	i	i	5	-3.6	998	-0.11	-0.21	0.084	0.4
CN(C)S(=O)(=O)c1ccc(=S)[nH]c1	-9%	5.8	3.1	8.5	0.25	1356	-3%	-26%	i	i	7	0.0	1068	1.2	-0.3	0.84	-0.32
CCOc1ccc(C(NC(=O)/C=C/c2ccco2)c2ccc(OC)c(OC)c2)cc1 (stereo not given)	3%	1.7	5.0	7.0	0.11	1593	2%	-23%	i	i	0	-2.1	1128	-1.2	0.66	-0.2	1.3
Cn1c(NCCCN2CCOCC2)nc2c1c(=O)n(Cc1ccc(Cl)cc1Cl)c(=O)n2C	17%	2.6	2.4	11	-1.8	1193	-4%	-7%	i	i	8	-2.2	1016	-0.61	0.45	-0.15	0.41
Cc1cc(Cl)ccc1OCC(=O)Nn1c(C)ccc1C	-23%	4.0	1.7	49	0.49	1216	-1%	-2%	i	i	0	.	.	-0.22	-0.28	0.27	0.2
Cc1cc(C(=O)CSc2nnc(NCc3ccccc3)s2)c(C)n1C	-2%	46	12	78	0.01	1424	6%	-19%	i	.	.	111*	686*	-0.018	-0.17	0.31	-0.29
CCCCCC(=O)Nc1ccc(N2CCN(C(=O)c3ccccc3)CC2)cc1	-17%	3.6	1.8	1.3	0.81	1162	-6%	-24%	i	i	-4	1.9	992	0.17	-0.23	0.0088	-0.26
C/C(CCC(C)C)=N\Nc1ccc(S(N)(=O)=O)cc1[N+](=O)[O-]	8%	3.7	2.5	6.3	-0.61	1255	2%	-10%	i	i	-4	-0.1	1054	-1	2.4	-0.0094	0.41
NC(=O)C(=O)N/N=C1\CCc2ccccc21	-65%	1.9	1.9	13	-0.01	1378	9%	-52%	i	i	-5	-3.0	1111	-0.46	-0.28	-0.23	0.33
CSc1nc(N)nc(SCC(=O)CC(=O)OC(C)C)c1C#N	12%	2.3	1.4	4.2	-0.89	1330	10%	-10%	i	i	-1	.	.	0.13	-0.14	0.58	0.8
O=C1NC(=S)N/C1=C/c1cccnc1	0%	.	.	.	-0.32	1021	0%	16%	i	.	.	-0.8	1307	0.95	-0.049	1.3	-2.6
CC(=O)Sc1nc(-c2ccccc2)[nH]c1S(=O)(=O)c1ccc(C)cc1	6%	2.2	1.9	7.3	0.25	1520	6%	-19%	i	i	17	0.4	1580	0.2	-0.27	0.56	-0.11
CC(C)(C)SCCNC(=O)CSCc1ccc([N+](=O)[O-])cc1	-4%	1.3	2.1	6.1	1.2	1538	10%	12%	.	i	-3	-0.7	1382	-0.47	0.18	-0.25	0.23
COc1ccc(/C=C/C(=O)Nc2c(C)nn(C)c2C)cc1COc1ccc(Br)cc1	3%	2.2	1.7	1.4	.	.	12%	-12%	i	i	0	-0.5	602	-0.21	-0.22	-0.17	-0.18
Cc1ccccc1NC(=S)NNc1ncc(C(F)(F)F)cc1Cl	5%	1.9	1.9	6.5	2.9	920	9%	5%	i	i	-2	-1.5	997	-0.38	-0.28	0.46	1.1
O=C(NCCCn1ccnc1)c1cc(S(=O)(=O)N2CCOCC2)ccc1F	18%	2.1	2.4	5.3	0.13	1427	-10%	-24%	i	i	30	-3.8	1127	-0.95	-0.22	-0.86	0.86
O=C1c2ccccc2-c2nnc(-c3ccc(O)cc3)cc21	-118%	2.8	1.2	1.0	0.36	1581	0%	-57%	i	i	-14	0.1	1046	-0.83	-0.32	-0.11	2.9
C#CCOCCOCCOCCNc1nc(N2CCOCC2)nc(N2CCN(C(=O)Cn3cc(CC(C)O)nn3)CC2)n1 (stereo not given)	1%	3.7	2.6	4.4	0.47	1131	12%	-30%	i	i	1	.	.	-0.13	0.1	0.44	0.42
Cc1ccc(OCCC(=O)Nc2ccc(C)c(F)c2)cc1	21%	1.7	1.6	8.4	-0.26	1310	-14%	-8%	i	i	7	-1.4	1034	-0.65	-0.35	-0.18	0.7
c1cncc(-c2nc(N3CCOCC3)c3c4c(sc3n2)CCC4)c1	14%	6.6	4.2	11	-0.24	1586	6%	10%	i	i	-4	-3.5	924	-0.57	-0.36	-0.28	0.5
Cc1csc(SCC(=O)NCc2ccccc2Cl)n1	14%	2.4	0.8	4.5	-0.62	1360	-3%	-6%	i	i	58	-0.8	1025	1.6	-0.26	0.71	-0.46
CC(C)N=C(NC#N)SCC(=O)NC(C)(C)C	-6%	5.0	2.1	5.8	-0.56	1271	-8%	-6%	i	i	13	-3.0	1005	0.056	-0.22	0.32	-0.072
Cc1ccc(/C=N/N=C/c2ccc(C)cc2)cc1	-26%	2.1	3.8	8.8	0	1271	-7%	-35%	i	i	-13	0.8	943	3.1	-0.25	1.4	-1.6
O=C(/C=C/c1ccco1)NCc1ccc2c(c1)OCO2	-11%	1.5	1.5	9.1	-0.23	1716	8%	-26%	i	i	12	-5.4	1134	-0.82	-0.15	-0.38	0.12
Nc1ccc2nc(CCCCCCc3nc4ccc(N)cc4[nH]3)[nH]c2c1	10%	3.4	1.2	4.4	0.12	1414	-12%	-14%	i	i	6	-1.5	996	-0.53	0.12	0.0073	0.64
COc1ccc(/C=N\n2nnc3ccccc32)cc1	-94%	2.1	2.4	5.9	0.19	1125	-1%	42%*	.	i	42	-0.7	1135	0.55	-0.17	0.85	-0.33
O=C(NCc1ccccn1)C(=O)Nc1ccccc1	-52%	1.0	1.2	7.2	.	.	0%	-64%	i	i	-1	-0.2	1602	-0.4	-0.28	-0.3	0.89
CN(CC1COCCO1)c1nc2nonc2nc1N1CCSCC1 (stereo not given)	9%	1.9	2.2	2.7	-0.32	1395	9%	-14%	i	i	-4	0.3	1216	0.25	-0.29	0.06	-0.042
CN(C)S(=O)(=O)Nc1ccc(Br)cc1F	-1%	3.3	3.0	4.9	0.45	1427	-1%	-13%	i	i	-7	.	.	0.3	-0.16	0.33	0.0058
COc1cc(NC(=S)NCc2ccco2)cc(OC)c1	-20%	2.9	1.9	8.1	0.45	1899	9%	-21%	i	i	17	0.1	853	0.065	0.5	-0.11	0.64
O=C(CSc1n[nH]c(=O)n1-c1ccccc1)Nc1ccccc1	-8%	.	.	.	.	.	-2%	-4%	i	.	.	-3.9	1199	-0.43	-0.27	-0.27	0.16
CCn1nnnc1SCC(=O)N(C1CCCCC1)C1CCCCC1	20%	6.8	2.3	10	-0.32	1224	3%	16%	i	i	-9	2.3	680	-0.2	-0.07	0.17	0.39
O=C(CCCn1c(SCC(=O)c2ccc(Cl)cc2)nc2ccccc2c1=O)NCc1ccco1	19%	4.4	1.4	13	-0.34	1294	6%	-128%	i	i	1	2.1	755	0.21	-0.32	0.59	-0.89
BrC(/C=N/N1CCN(Cc2ccccc2)CC1)=C/c1ccccc1	20%	.	.	.	.	.	5%	9%	i	.	.	0.8	1388	1.4	-0.25	1.4	-1.5

NOD1 inhibition: hit marks shown above
Molecule | HEK293 NOD2/NF-kB | MT stabilize HCS Hoechst-high % | M17LAP inhibition | NOD1 inhibition | Dynein transport | Dynein transport cytoplasmic EGFP | Dynein transport nuclear GR-EGFP | Dynein transport cell count
COc1ccc(/C=N\n2nnc3ccccc32)cc1 | -94% | 2.4 | -1% | 42%* | 0.55 | -0.17 | 0.85 | -0.33

Bioassay records (PubChem BioAssay)
